High-throughput results deposited in PubChem by National Center for Advancing Translational Sciences (NCATS).
EPAC2 agonist – activates human EPAC2 exchange factor; Q8WZA2; EPAC2 activation, biochemical qHTS; response scale: 100% = 6.5 mM cAMP response; Potency, µM (highest dose often 154 µM), for the others: top-dose activation, usual class: activators; 360,000 compounds, 0.079% hits; note: potency is the fitted concentration of half-maximal effect; nearly all actives have a fitted effect of over 50% in size
Target sequence (Q8WZA2 whole entry, looked up): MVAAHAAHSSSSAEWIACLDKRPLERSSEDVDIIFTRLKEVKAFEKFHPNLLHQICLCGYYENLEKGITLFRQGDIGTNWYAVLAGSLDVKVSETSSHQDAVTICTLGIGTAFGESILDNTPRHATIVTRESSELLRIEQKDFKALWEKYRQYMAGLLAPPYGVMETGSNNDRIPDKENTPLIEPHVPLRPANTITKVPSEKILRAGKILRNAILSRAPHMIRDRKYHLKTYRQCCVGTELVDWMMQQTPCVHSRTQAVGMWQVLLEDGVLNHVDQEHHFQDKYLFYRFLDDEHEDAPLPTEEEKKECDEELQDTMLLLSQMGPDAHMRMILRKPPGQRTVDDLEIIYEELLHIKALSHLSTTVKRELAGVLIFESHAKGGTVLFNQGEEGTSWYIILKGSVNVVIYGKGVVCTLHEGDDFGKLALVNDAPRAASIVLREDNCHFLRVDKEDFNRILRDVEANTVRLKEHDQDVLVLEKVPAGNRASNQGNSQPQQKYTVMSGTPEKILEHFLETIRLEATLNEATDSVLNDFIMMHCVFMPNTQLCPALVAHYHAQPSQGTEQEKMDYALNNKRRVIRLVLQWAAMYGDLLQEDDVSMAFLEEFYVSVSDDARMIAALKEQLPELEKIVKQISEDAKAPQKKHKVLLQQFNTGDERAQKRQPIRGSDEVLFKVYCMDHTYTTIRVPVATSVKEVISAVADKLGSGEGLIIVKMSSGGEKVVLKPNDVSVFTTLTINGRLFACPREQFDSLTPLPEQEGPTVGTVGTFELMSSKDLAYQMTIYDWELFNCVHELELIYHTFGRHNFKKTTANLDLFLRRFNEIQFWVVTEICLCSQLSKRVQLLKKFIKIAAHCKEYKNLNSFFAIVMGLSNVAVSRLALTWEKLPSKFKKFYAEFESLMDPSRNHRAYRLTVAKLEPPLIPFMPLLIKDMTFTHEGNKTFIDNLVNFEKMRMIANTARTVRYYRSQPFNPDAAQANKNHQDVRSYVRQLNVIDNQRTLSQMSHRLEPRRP
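Exchange assay: 100 nM EPAC2 with 250 nM Rap1B-BODIPY-GDP and 50 uM GDP. Fluorescence (ex 480/em 540 nm) read every 5 min for 30 min at room temperature. Data normalized to 6.5 mM cAMP as agonist control.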
Nrf2 activator – activators of Nrf2 (ARE) signaling. AREc32 ARE-luciferase reporter (MCF7-derived line), luminescence, 24 h. Potency, µM (series often up to 46.1 µM), inactives show top-dose activation, hits mostly activators. 410,000 compounds, 0.31% hits; note: potency is the fitted concentration of half-maximal effect; % of control where 0% means no effect; nearly all actives have a fitted effect of over 65% in size
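ARE-driven firefly luciferase activity in AREc32 cells measured after a 24 hr compound exposure at 37 deg C, using Steady-Glo reagent and a 30 min room-temperature hold.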
CCT modulator – cytosolic chaperonin activity modulation. AID 651819. 360,000 compounds, 0.3% hits. purified chaperonin ATPase assay, HTRF ADP detection, 30 min. activity change, % (no concentration beside the values), hits read low; in the data active = activity change below about -30%; note: % is set by controls: 0 for no effect and ±100 for the full control effect
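TRiC at 40 or 20 nM final (batch-dependent) in 30 mM Tris pH 7.4, 100 mM KCl, 5 mM MgCl2, 1 mM DTT, with compound at single 76 uM and 10 uM ATP, 30 min at 37 deg C. ADP detected by HTRF Transcreener, 665/615 ratio.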
EPAC2 antag – EPAC2 (human) antagonism. Q8WZA2. EPAC2 GEF exchange of Rap1B-BODIPY-GDP, fluorescence. Potency, µM (highest dose often 114 µM), without a hit: top-dose activity, negative = inhibition, hits mostly inhibitors. 360,000 compounds, 0.18% hits; note: potency is the fitted concentration of half-maximal effect; % is set by controls: 0 for no effect and ±100 for the full control effect; nearly all actives have a fitted effect of over 45% in size; many of its hits are not listed in these tables
MmCpn inh – blocks the Methanococcus maripaludis chaperonin Mm-Cpn. purified Mm-Cpn ATPase, ADP Transcreener TR-FRET. Potency, µM (doses to about 76.9 µM), for inactives: at the top dose activity, negative = inhibition, most hits filed as inhibitors. 330,000 compounds, 0.031% hits. AID 504842; note: potency is the fitted concentration of half-maximal effect; % is set by controls: 0 for no effect and ±100 for the full control effect; nearly all actives have a fitted effect of over 80% in size
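Reaction buffer contained 30 mM Tris pH 7.4, 100 mM KCl, 5 mM MgCl2 and 1 mM DTT. Mm-CPN (25 nM final) hydrolysed 10 uM ATP over 30 min at 37°C; ADP was read by HTRF.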
Nrf2 inh – Nrf2 pathway inhibition. A549 ARE-Fluc reporter, luciferase luminescence, 18-24 h. Potency, µM (highest dose often 46 µM), for the others: at the top dose activity change, negative = inhibition, actives largely listed as inhibitors. 360,000 compounds, 2.1% hits. AID 504444; note: potency is the fitted concentration of half-maximal effect; % is set by controls: 0 for no effect and ±100 for the full control effect; nearly all actives have a fitted effect of over 60% in size
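Nrf2 activity is the BugLite luminescence, read 15 min after reagent at room temperature, following CellTiter-Fluor cytotoxicity readout (30 min, 37C). Compound titrations were applied for 18-24 h to 5000 A549 ARE_Fluc cells/well in 5% FBS OPTI-MEM.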
A549 tox – counter-screen for Nrf2 inhibitors: cytotoxicity in A549 cells | A549 ARE-Fluc cells, CellTiter-Fluor viability, 18-24 h | AID 504648 | Potency, µM (titrated, usually from 46 µM), inactives show at the highest dose activity change, negative = cytotoxicity, most hits filed as inhibitors | 390,000 compounds, 0.16% hits; note: potency is the fitted concentration of half-maximal effect; % is set by controls: 0 for no effect and ±100 for the full control effect
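Cytotoxicity counterscreen: CellTiter-Fluor fluorescence was measured in A549 ARE_Fluc cells after 18-24 h of compound exposure in a concentration series. The subsequent BugLite luminescent read reports ARE-luciferase activity.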
TGFb SMAD3 inh – TGF-b pathway inhibition; 410,000 compounds, 1.2% hits; HepG2 CAGA-GFP TGF-b/SMAD3 reporter, GFP fluorescence, 18 h; TGF-beta stimulated, 500 pg/mL final; AID 588855; Potency, µM (top dose mostly 46.1 µM), without a hit: at the highest dose activity, negative = inhibition, most hits filed as inhibitors; note: potency is the fitted concentration of half-maximal effect; % is set by controls: 0 for no effect and ±100 for the full control effect; nearly all actives have a fitted effect of over 65% in size
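Inhibition was scored as loss of TGF-beta-induced (500 pg/mL final, 18 hours, 37 degrees C) GFP in HEPG2 cells carrying a CAGA-GFP reporter, in DMEM with 1% FBS. Well GFP was summed per cell; Activity was normalised to unstimulated and stimulated DMSO wells, then concentration-response fitting.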
pAkt inh – inhibitors of Akt phosphorylation; Neuro2A IGF-stimulated pAkt S473 HTRF, 20 min; active compounds read low; activity change, % for hits at 50 µM; 360,000 compounds, 0.32% hits; in the data active = activity change below about -80%; inconclusive = mostly about -51% to -80%; note: % is set by controls: 0 for no effect and ±100 for the full control effect
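Neuro2A cells (4,500/well, DMEM with 0.5% FBS) were treated with compound at a single 50 µM final concentration, stimulated with 6 nM IGF for 20 min at 37 °C, and lysed. Phospho-Akt Ser473 was read by HTRF as 665/615 ratio ×10^4.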
Active calls of the source: *; i = inactive; ? = inconclusive; / = not tested or not shown; & = joins results of further samples; [ ] = dose if it differs, or a comment. Unless noted, calls come from the whole dose curve; as a rule, active = well fitted curve in the direction sought with a large enough effect; inconclusive = small, poorly fitted or top-dose-only effect, or another doubt; inactive = no such curve, though single readings can be large; an effect the other way counts as inactive or inconclusive. Some of the compounds tested; rates above refer to the full screens.

SMILES | EPAC2 agonist | Nrf2 activator | CCT modulator | EPAC2 antag | MmCpn inh | Nrf2 inh | A549 tox | TGFb SMAD3 inh | pAkt inh
COC(=O)c1cccc(N2C(=O)C[C@](Sc3ccc(C)cc3)(C(=O)OC)[C@H]2c2ccccc2)c1 | 20% | 3.9% | -0.7 | -4% | / | / | / | / | i
CCc1nnc(NC(=O)C2Cc3ccccc3CN2S(=O)(=O)c2cccs2)s1 (stereo not given) | 1% | 5.8% | -2.8 | -1% | -1% | / | -1% | 1% | i
O=c1ccn(CCCBr)c(=O)[nH]1 | 8% | 0.1% | -1.1 | 3% | -1% | -5% | -3% | 0% | i
NC(=O)c1nn(CC(=O)Nc2ccc3c(c2)OCO3)cc1[N+](=O)[O-] | 15% | -0.6% | 0.3 | 3% | 0% | 6% | -6% | 7% | i
O=C(N/N=C/c1ccc([N+](=O)[O-])o1)c1ccc2c(c1)OCO2 | 13% | -1.9% | -1.0 | -8% | -2% | ? | ? | 16µM* | i
Cc1ccc(-c2ccc(NC(=O)C3C4C=CC(C4)C3C(=O)O)cc2)o1 (stereo not given) | 11% | 3.3% | -1.7 | -1% | 0% | ? | / | 16% | i
C=CCOC(=O)CN1C(=O)c2ccccc2C1=O | 0% | -0.3% | -1.5 | 7% | -1% | 11% | -3% | -17% | i
Cc1nc2c(OCc3ccc(OC(F)F)cc3)cccn2c1N(C)C(=O)CCC1CCCC1 | 5% | -2.5% | 0.7 | ? | / | / | / | ? | i
CCNC(=O)c1cc2c(c(-c3cccc(-c4ccccc4F)c3)n1)[C@@H](CCO)N(C(=O)CC1CC1)C2 | 2% | 3.8% | -2.6 | -11% | / | / | / | / | i
O=C(NC1CCS(=O)(=O)C1)c1c(NC(=O)C2COc3ccccc3O2)sc2c1CCCC2 (stereo not given) | 1% | 6.6% | 0.1 | 7% | 1% | / | -1% | 0% | i
O=C(Cn1c(NCCO)nc2ccccc21)c1ccc(Cl)cc1Cl | 3% | 7.5% | -0.9 | -5% | -1% | 0% | -9% | -18% | i
N#CC1=C(SCC(=O)c2cc3ccccc3oc2=O)NC(=O)C(C#N)C12CCCC2 (stereo not given) | -2% | 13% | 2.1 | -2% | -9% | / | 5% | 5% | i
CCC1CCCCN1CC(=O)c1c(C)[nH]c2cc(C)ccc12 (stereo not given) | 9% | 0.9% | -0.3 | 3% | 2% | 9% | 4% | 36%[activator] | i
Cc1nnc(SCC(=O)c2cc(C)n(-c3c(C)n(C)n(-c4ccccc4)c3=O)c2C)s1 | 6% | 0.1% | -4.3 | 16% | 1% | 11% | 4% | 14% | /
COc1ccc(OC(C)c2nnc(N)s2)cc1 (stereo not given) | 7% | -0.9% | -3.5 | 9% | 0% | -18% | -3% | -10% | i
Cc1ccccc1OCc1n[nH]c(=S)n1-c1ccccc1 | -1% | 0.1% | 0.3 | 3% | -3% | -21% | 2% | -2% | i
COc1ccc(C2=C(C)CC(C)(C)NC2=O)cc1OC | 5% | -1.5% | 0.5 | -4% | 3% | -1% | -6% | -13% | i
O=C(Nc1ccccc1)N1CCc2ccccc21 | 7% | 1.8% | 1.3 | -5% | -1% | ? | 2% | -7% | i
Cc1ccccc1N(CC(=O)NCCSC1CCCCC1)S(=O)(=O)c1ccccc1 | 9% | 2.5% | -2.3 | 8%[57.1 µM] | 1% | 5% | -9% | ? | i
CSCCC1NC(=O)N(CC(=O)Nc2c(Cl)cc(Cl)cc2Cl)C1=O (stereo not given) | 9% | 0.2% | 0.5 | 2% | 0% | 6% | -4% | -1% | i
COc1ccc(NC(=O)COC(=O)CCCc2c[nH]c3ccccc23)cc1 | 14% | -1.1% | 0.9 | -3% | 2% | 3% | -13% | 36%[activator] | /
CCCS(=O)(=O)N1CC(=O)N(c2ccc(Cl)cc2)C(C)(C(=O)NC2CCCC2)C1 (stereo not given) | / | -1.3% | / | / | / | -9% | 0% | 0% | /
CCC(C)N1C(=O)CCC1C(=O)NCCc1ccc(Cl)cc1 (stereo not given) | -2% | 0.1% | 2.0 | 8% | -2% | -24% | 8% | 0% | i
COc1ccccc1N1CCN(CC(C)N(C(=O)C2CCCCC2)c2ccccn2)CC1 (stereo not given) | 23% | 2.1% | -0.7 | -11% | 0% | 3% | 9% | -26% | i
CCS(=O)(=O)c1ccc2oc(SCC(=O)NCCc3ccc(F)cc3)nc2c1 | 13% | -0.6% | -2.0 | -4% | -1% | -5% | 7% | 1% | i
CCOC(=O)CCCCCC(=O)Nc1ccc2c(c1)C(=O)N([C@H](C)CO)C[C@H](C)[C@@H](CN(C)S(C)(=O)=O)OCCCC[C@@H](C)O2 | -11% | -0.7% | 1.6 | -10% | / | / | / | -13% | i
COCCCn1c(=N)c(C(=O)NC2CCCC2)cc2c(=O)n3cc(C)ccc3nc21 | / | -0.9% | / | / | / | -7% | 10% | 7% | /
Cc1ccc(N2CC(C(=O)N3CCC(C(=O)Nc4ccc(Br)cc4)CC3)CC2=O)cc1 (stereo not given) | 3% | 2.6% | -15 | -3% | 1% | ? | 0% | -28% | i
COc1cccc(NC(=O)CCS(=O)(=O)c2cccs2)c1 | 9% | 6.7% | -2.2 | -1% | -3% | / | 4% | 13% | i
CCC(NC(=O)/C(=C\c1ccc2c(c1)OCO2)NC(C)=O)C(=O)O (stereo not given) | -4% | 0.0% | -1.8 | 10% | 0% | 4% | -2% | 13% | i

Compound profiles (already shown).
`Cc1ccccc1N(CC(=O)NCCSC1CCCCC1)S(=O)(=O)c1ccccc1` is listed with EPAC2 agonist: 9%; Nrf2 activator: 2.5%; CCT modulator: -2.3; EPAC2 antag: 8%[57.1 µM]; MmCpn inh: 1%; Nrf2 inh: 5%; A549 tox: -9%; TGFb SMAD3 inh: ?; pAkt inh: i
`COc1ccc(NC(=O)COC(=O)CCCc2c[nH]c3ccccc23)cc1` is listed with EPAC2 agonist: 14%; Nrf2 activator: -1.1%; CCT modulator: 0.9; EPAC2 antag: -3%; MmCpn inh: 2%; Nrf2 inh: 3%; A549 tox: -13%; TGFb SMAD3 inh: 36%[activator]; pAkt inh: /

Next part
SMILES | EPAC2 agonist | Nrf2 activator | CCT modulator | EPAC2 antag | MmCpn inh | Nrf2 inh | A549 tox | TGFb SMAD3 inh | pAkt inh
Cc1ccc(C)c(S(=O)(=O)Nc2ccccc2C(=O)Nc2ccc(S(=O)(=O)Nc3ncccn3)cc2)c1 | 5% | -0.5% | -0.8 | 20% | -8% | 8% | 1% | -1% | i
Cc1cccc(C(=O)N2CCN(CCNC(=O)C(=O)Nc3ccc(F)cc3)CC2)c1 | 7% | 2.0% | -3.3 | 2% | 2% | -2% | 2% | -15% | i
COc1cc(C)ccc1S(=O)(=O)N1CCN(C23CC4CC(CC(C4)C2)C3)CC1 | -3% | 0.5% | -3.2 | -5% | 0% | 10% | ? | -6% | i
O=C(Nc1ccccc1Cl)[C@H](CSCc1ccccc1)N1Cc2ccccc2C1=O | / | 1.0% | / | / | / | -20% | -10% | ? | /
CCN(CC)C(=O)CC(c1ccc(N(C)C)cc1)c1c(O)cc(OC)cc1OC (stereo not given) | 18% | -0.5% | -3.3 | -6% | 0% | 20%&9% | 3%&3% | 11%&-28% | i
COc1ccc(Cc2nn3c(Cn4nnc5ccccc54)nnc3s2)cc1 | 3% | 0.8% | 1.1 | 9% | -5% | -22% | 0% | -1% | i
Cn1c(N)nc2nc[nH]c2c1=S | 2% | 3.5% | -2.5 | 17% | / | 6% | -3% | 17% | i
CC(=O)c1ccc(N2CCN(C(=O)NCc3noc4ccc(C)cc34)CC2)cc1 | / | 5.5% | / | / | / | -2% | -1% | -25% | /
COCCn1c(C)cc(C(=O)COC(=O)c2ccc(NC(=O)CC#N)cc2)c1C | 6% | -0.1% | -0.6 | -1% | -1% | / | -2% | 2% | i
Cc1cc(NC(=O)OC(C)C)ccc1-c1ccc(NC(=O)OC(C)C)cc1C | -8% | 2.0% | 1.3 | 1% | -1% | 1% | 1% | 0% | i
Cc1cccc2cc(CN(Cc3ccc(F)cc3)C(=O)C(F)(F)F)c3nnnn3c12 | 14% | 0.0% | -2.4 | -2% | 2% | -10% | -1% | -7% | i
Fc1ccc(C(c2nnnn2C2CCCC2)N(Cc2ccco2)CC2CCCO2)cc1 (stereo not given) | 11% | 2.9% | -2.6 | -2% | 1% | -22% | -8% | -16% | i
COc1cccc(CN(C(=O)c2cc3ccccc3oc2=O)C2CC2)c1 | 5% | 3.2% | -1.1 | 18% | 2% | 0% | 0% | 5% | i
CCCN(CCC)C(=O)Cn1c(=O)n(CCCCC(=O)NC2CCCC2)c(=O)c2ccccc21 | -1% | -0.4% | -3.0 | 23% | 1% | / | 11% | 20% | i
COc1ccc(CNCc2c(C(=O)N(C)C)nc3ccc(Cl)cn23)c(OC)c1 | 4% | -0.4% | -22 | 3% | -6% | 1% | -1% | -16% | i
Clc1ccc(NCc2nc3ccccc3n2CCOc2ccccc2)cc1 | / | 6.9% | / | / | / | 23%[9.27 µM] | 0% | ? | /
CCOc1ccc(Nc2ncnc(N)n2)cc1 | 1% | -0.1% | -1.0 | -3% | -2% | -5% | 15% | 7% | i
CC(C)C(=O)Nc1nnc(CCc2nnc(NC(=O)C(C)C)s2)s1 | 3% | 1.2% | 1.2 | -11% | 1% | -12% | -6% | -3% | i
O=Cc1cn(CCOc2ccccc2)c2ccccc12 | 9% | 4.7% | 2.5 | -20% | 1% | -10% | 8% | ? | i
O=P(CCNCc1ccco1)(c1ccccc1)c1ccccc1 | 0% | 0.2% | -1.5 | -6% | -4% | 2% | 0% | -21% | i
COc1ccc(N2CCN(C(=O)c3cccc(NC(=O)c4ccco4)c3)CC2)cc1 | 11% | 2.3% | -3.3 | 2% | 5% | -25% | -7% | -13% | i
